Screens deposited in PubChem BioAssay by several laboratories.
Autophagy mod = autophagy modulators in MEF cells, primary screen, imaging, high-content, MEF GFP-LC3. MEF GFP-LC3 puncta imaging; test concentration mostly 10 µM. AID 463193, 2010. calls only at 10 µM (by protocol). 0.98% of 190,000 active;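 active = percentage of spot-positive cells more than 3 SD above its plate mean, without a fluorescence outlier flag or 80% toxicity; inconclusive = no clear call, values can overlap the other calls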;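 also: spot-positive cell cutoff set from DMSO-treated cells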
M17LAP inhibition = P. falciparum M17LAP inhibitors, primary screen, biochemical, fluorogenic H-Leu-NHMec substrate, 1536-well (AID 1619); one-dose inhibition, % at 30 µM; IC50 in µM for titrated hits; recombinant M17LAP, H-Leu-NHMec fluorogenic kinetic assay; higher % means a stronger effect; 0.38% of 220,000 active;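 active = compound inhibiting the enzyme by more than half at any dose during confirmatory dose-response retesting; inconclusive = strong single-dose inhibitors picked by rank but not retested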;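 also: plate controls were full reaction with DMSO carrier for no effect and no enzyme background for full effect; strong numbers were not always called active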
MT stabilizer = microtubule stabilizers in HeLa cells, primary screen, imaging, high-content imaging; HeLa tubulin immunostaining HCS, 24 h; share of cells brighter than vehicle mean+2SD; 0.83% of 200,000 active; % tubulin-high responders, % at 10 µM; AID 2205, 2009;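 active = plate Z-score above 3 for both tubulin-high and condensed-nucleus cell shares, with cell loss under 80%, at 10 µM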;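 also: anti alpha tubulin signal scored within the nucleus-defined area of each cell; some results filed as inactive read as strong as hits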
Ins promoter up = insulin promoter activators in MIN6 cells, imaging, high-content screening, mouse beta cells | MIN6 insulin promoter-GFP reporter; stronger effect = higher value | z-score at 5 µM | 0.3% of 190,000 active | AID 1625, 2009;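 active = z-score above 3 at 5 µM with at least 500 cells counted in the well; inconclusive = wells under 500 cells, flagged as cytotoxic or low count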
NOD1 inhibition = NOD1 signaling inhibitors, primary screen, cell-based, luminescence, uHTS (AID 1578); NOD1-driven NF-kB luciferase reporter cells, luminescence; higher % means a stronger effect; 1% of 290,000 active; inhibition, % at 4 µM; hits with a dose series show EC50 in µM; in the data active = inhibition mostly above about 36%, no sharp cut-off; inactive = mostly below about 34%;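 also: HEK-293T reporter cells stimulated with the NOD1 agonist gamma-tri-DAP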
Yfh1-depleted yeast = enhancers of respiration in Yfh1-depleted yeast, dose response, Friedreich's ataxia, plus single-dose screen (AID 1465); S. cerevisiae Yfh1-off respiration, WST-1 reduction, 72 h; higher fold induction means a stronger effect; fold induction at 50 µM, or EC50 in µM where a hit was titrated; 0.074% of 220,000 active;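 active = fold induction of absorbance versus untreated yeast above a set limit, then at least 30% activation at any dose in follow-up; inconclusive = repeats straddling the limit, or above it without dose testing; inactive = fold induction below the set limit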;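 also: activators that raise dye reduction in frataxin-depleted yeast; strong numbers were not always called active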
Dynein transport = inhibitors of GR-EGFP nuclear translocation, primary screen, dynein cargo transport inhibitor project, imaging, high-content, 3617.4 mouse cells. test concentration mostly 20 µM; stimulated with dexamethasone, 1 µM; stronger effect = lower value. z-score, hits read low. 0.47% of 220,000 active;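 active = plate z-score of nuclear minus cytoplasmic receptor signal below a set negative limit, without overly bright fluorescence or cell loss, cut at about -3.5 in these data, passing the limit was not always enough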;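 also: z-score of nuclear minus cytoplasmic ring GR-EGFP intensity difference per well; some compounds called inactive have numbers as strong as hits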
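Buffer or medium: tet-free, stripped-serum medium; Also added: dexamethasone, 1.0 µM final; Technique: high-content fluorescence imaging after fixation; Times: 48 h induction, 1 h compound, 30 min dex at 37 °C; Read-out: per-cell GR-EGFP intensity, nucleus versus surrounding cytoplasmic ring, well-averaged.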
HEK293 NOD2/NF-kB = NOD2 signaling inhibitors, cell-based, luminescence, uHTS, HEK293 (AID 1566); HEK293 NOD2/NF-kB luciferase reporter, luminescence; higher % means a stronger effect; inhibition, % at 4 µM; hits with a dose series show EC50 in µM; 0.63% of 290,000 active; in the data active = inhibition above about 50%; also: many of its hits are not listed in these tables
bCat nuc transl = modulators of beta-catenin nuclear translocation, primary screen, imaging, HeLa cells, immunofluorescence, high-content; nuclear translocation activity, % at 5 µM; 0.3% of 190,000 active; AID 1665, 2009;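 active = nuclear translocation activity above 50% at 5 µM, with a well cell count of 50 or more; inconclusive = wells under 50 cells across six images, flagged as toxic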;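 also: per-cell ratio of nuclear to cytoplasmic median beta-catenin stain intensity; plate controls were DMSO negative control for no effect and GSK-3 inhibitor IX positive control for full effect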
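Read-out: Nuclear/cytoplasmic beta-catenin signal ratio, % activation | Assay system: Human HeLa cell line | Times: 24 h compound exposure at 37°C, 5% CO2 | Signal: Fluorescence imaging of beta-catenin antibody stain plus DAPI | Dosing: 5 µM primary, 0.02–20 µM confirmation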
Dynein transport cytoplasmic EGFP = recorded beside Dynein transport, whose call it bears; z-score; measured here: cytoplasmic GR-EGFP intensity; stronger effect = higher value
Dynein transport nuclear GR-EGFP = also measured in Dynein transport; calls as there; z-score; measured here: nuclear GR-EGFP intensity;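 lower value marks the stronger effect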
Dynein transport cell count = further read-out of Dynein transport, marked with its call; z-score; measured here: cell count per field
Ins promoter up cell count = also measured in Ins promoter up; calls as there; cell count; measured here: cytotoxicity, nuclei count;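 total cells summed across four imaged fields per well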
bCat nuc transl cell count 5 µM = second read-out of bCat nuc transl, no call of its own (marks repeat the call); cell count; measured here: cell count, cytotoxicity flag
MT stabilizer Hoechst-high % = further read-out of MT stabilizer, marked with its call; % Hoechst-high responders; measured here: nuclear condensation Hoechst responders;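 share of cells brighter than vehicle mean plus two SD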
MT stabilizer cytotoxicity % = recorded beside MT stabilizer, whose call it bears; toxicity, %; measured here: cytotoxicity by cell density;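 0% = mean cell density of plate MIN control wells and 100% = no cells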
Autophagy mod cell loss 18 h = second read-out of Autophagy mod, no call of its own (marks repeat the call); toxicity, %; measured here: cell loss, nuclei count;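 cell loss after 18 h compound exposure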
* hit, by the source's call; i = inactive; ? = inconclusive; / = not tested or not shown.

SMILES	Autophagy mod	Autophagy mod cell loss 18 h	M17LAP inhibition	MT stabilizer	MT stabilizer Hoechst-high %	MT stabilizer cytotoxicity %	Ins promoter up	Ins promoter up cell count	NOD1 inhibition	Yfh1-depleted yeast	Dynein transport	Dynein transport cytoplasmic EGFP	Dynein transport nuclear GR-EGFP	Dynein transport cell count	HEK293 NOD2/NF-kB	bCat nuc transl	bCat nuc transl cell count 5 µM
CC(C)C(NC(=O)c1ccccc1F)C(=O)NCCc1ccccn1 (stereo not given)	i	-5.9	-5.8%	3.0	1.6	4.4	2.01	1012	18.8%	i	2.75	-0.144	1.67	-1	-5.2%	2.5	974
COc1c(C)cc(C(=O)C2CCCN(C(=O)C3=C(C)OCCO3)C2)cc1C (stereo not given)	i	30.5	1.1%	3.6	1.2	0.4	0.09	1362	-8.2%	i	-0.614	-0.266	-0.218	-0.499	-4.0%	-2.4	1115
CCOC(=O)Cc1c(C)nc2cc(-c3ccc(C)cc3)[nH]n2c1=O	i	-1.1	1.2%	3.4	2.0	0.4	-0.32	1264	-36.1%	i	0.257	-0.00179	0.532	0.182	-35.1%	/	/
CCC(C)Sc1cc(C(F)(F)F)c(C(=O)Nc2ccc(Cl)cc2)cn1 (stereo not given)	/	/	6.1%	/	/	/	-0.31	1274	-3.0%	i	-0.00118	-0.241	-0.0461	-0.176	15.8%	-4.2	1196
CCOC(=O)c1sc(=S)n(-c2cc(OC)ccc2OC)c1N	i	-47.1	-7.4%	1.9	1.4	5.7	-0.01	1773	/	i	-0.433	-0.276	0.59	-0.21	-7.8%	-0.4	1113
CNC(=S)N(Cc1cccs1)Cc1cc2cc(OC)c(OC)cc2[nH]c1=O	i	7.5	-6.0%	1.3	2.0	8.3	-0.47	1356	-2.0%	i	0.999	-0.245	0.693	-0.91	15.0%	-0.2	1101
c1nc(NC2CCCCC2)c2[nH]cnc2n1	i	-8.0	45.3%	3.8	2.2	5.3	-0.35	2026	10.0%	i	-0.863	-0.0449	-0.0568	0.162	-6.5%	-1.1	1003
O=C(NCC1CCCO1)C1CCN(S(=O)(=O)c2cccc3nonc23)CC1 (stereo not given)	i	-2.4	-1.4%	2.8	2.4	2.7	0.38	1278	-10.5%	i	1.48	-0.186	0.812	-0.996	10.3%	4.4	1155
O=C(O)CN1C(=O)/C(=C/C=C/c2ccccc2)SC1=S	i	19.7	25.3%	1.6	1.5	2.2	0.14	1277	-46.4%	i	-1.6	-0.261	-0.701	1.06	-29.3%	0.3	997
CCOc1ccc(N2C(=O)CC(N(Cc3ccco3)C(C)=O)C2=O)cc1 (stereo not given)	i	-17.1	/	1.3	0.9	16.1	0.68	1425	-25.8%	i	0.633	-0.215	0.884	-0.288	-10.1%	-0.3	1070
CCOC(=O)C1CCN(C(=O)COC(=O)c2ccc(Br)o2)CC1	i	8.8	6.2%	5.6	4.0	5.0	2.21	1165	17.7%	i	-0.182	-0.185	0.182	-0.195	20.2%	0.2	694
CC(=O)Nc1ccc(S(=O)(=O)N(Cc2ccccc2)c2ccccc2F)cc1	i	-4.0	16.8%	2.2	3.0	7.9	0.03	1485	-6.6%	i	-0.699	-0.218	-0.309	1.1	3.9%	-0.8	1081
Cn1c(CO)cnc1SCC(=O)c1ccc(Br)cc1	i	11.4	5.6%	1.3	1.7	3.0	-1.22	1234	-29.7%	i	-0.953	-0.177	-0.541	0.313	6.7%	2.2	1084
COc1cccc(CN2CCN(S(=O)(=O)c3ccc(NC(C)=O)cc3)CC2)c1OC	i	1.6	3.0%	2.5	2.5	1.7	0.08	1620	-40.6%	i	1.32	0.0167	1.3	-2.38	-1.4%	-0.4	1582
Clc1ccc(N2CCOCC2)nn1	i	-4.6	10.9%	1.9	3.2	5.7	-0.38	1213	-21.2%	i	-0.545	-0.258	-0.253	0.832	10.0%	/	/
CCOC(=O)CN1N=C(/C=C/c2ccc(C)cc2)CCC1=O	i	-4.4	8.9%	2.6	2.4	11.1	-0.56	1523	5.9%	i	0.0599	-0.267	0.25	-0.016	-3.8%	2.2	982
Cc1c(Cl)cccc1N/C(SCC(=O)N1CCCCCC1)=C(/C#N)c1nc2ccccc2s1	i	3.1	13.6%	10.9	3.5	28.7	?	/	-29.2%	i	-0.00906	0.44	-0.0447	-1.54	-9.2%	5.5	374
COC(=O)CSc1[nH]c2ccc(Br)cc2c1[N+](=O)[O-]	i	4.2	-10.2%	4.9	1.7	11.5	-0.09	1221	-19.3%	i	1.11	0.0259	0.459	-0.532	7.6%	0.0	1038
COc1cc(SC)ccc1C(=O)Nc1c(C)cccc1C	i	18.6	6.5%	2.1	3.5	4.8	/	/	-0.2%	i	-0.582	-0.163	-0.423	-0.711	-3.2%	0.5	1540
COc1ccc(OC)c(-c2c3cc(O)c(=O)cc-3oc3cc(O)c(O)cc23)c1	i	-2.3	39.3%	5.6	2.6	1.1	-0.57	1470	-8.8%	?	0.00543	0.0139	-0.346	-0.00539	14.0%	0.3	521
C[C@H](NC(=O)c1ccccc1Cl)C(=O)OCC(=O)N1CC2(C)CC1CC(C)(C)C2 (stereo not given in full)	i	-13.5	12.6%	9.0	2.4	6.0	2.14	1086	8.0%	i	-0.444	-0.267	-0.489	0.0854	10.3%	1.3	1024
NC(N)=N/N=C/c1ccccc1Cl	/	/	5.4%	/	/	/	0.26	1010	-5.5%	i	-0.319	-0.245	-0.239	-0.0236	-5.6%	0.2	1171
O=C(Cc1n[nH]c(=O)c2ccccc12)NCc1ccccc1	i	2.5	-0.4%	1.5	1.9	8.9	0.32	1323	-10.9%	i	0.52	-0.349	0.338	-0.989	13.8%	-2.3	1077
CCCCC(CCC(=O)O)(C(=O)OCC)c1csc(N)n1 (stereo not given)	i	-5.3	5.3%	1.5	1.2	12.2	0.41	1224	-3.5%	i	-0.552	-0.22	-0.279	0.698	6.8%	-4.2	992
COc1ccc([N+](=O)[O-])cc1NS(=O)(=O)c1cccc(C(=O)O)c1	/	/	20.8%	/	/	/	-0.06	1052	-8.1%	i	0.101	-0.261	0.136	0.685	1.8%	1.0	1348
CN(C)CCn1c(=S)[nH]c2ccc(Cl)cc2c1=O	i	11.9	3.1%	4.3	2.1	6.8	/	/	-27.0%	i	-0.362	-0.321	-0.0945	0.392	14.9%	0.2	1093
ONC(=Nc1cccc(C(F)(F)F)c1)c1cccnc1	/	/	2.3%	/	/	/	-0.77	1355	1.7%	i	-0.0261	-0.201	0.0326	-0.401	21.4%	-2.3	1179
Cc1nc(-c2ccc(S(=O)(=O)Oc3ccc(Cl)cc3Cl)s2)cs1	/	/	-5.4%	/	/	/	-0.24	980	-10.3%	i	0.552	-0.0799	0.0784	0.29	6.0%	0.2	1272
Cc1ccc(C)c(NC2=C(Cl)C(=O)OC2OC(=O)c2ccco2)c1 (stereo not given)	i	-5.2	10.4%	1.1	1.0	17.2	0.7	705	-25.4%	i	-3.26	-0.143	-1.51	1.17	4.7%	/	/
Cc1cccc(NC(=O)c2cc(Cl)ccc2[N+](=O)[O-])c1	i	4.4	11.3%	2.2	1.7	3.0	-0.03	1265	10.2%	i	0.0821	-0.235	0.0943	-0.0911	6.3%	0.0	527
O=C(CCCl)Nc1ccc(S(=O)(=O)NCc2ccco2)cc1	/	/	4.5%	/	/	/	-0.89	1105	5.0%	i	-0.804	-0.229	0.164	-0.284	18.3%	-0.1	1280
Cc1onc(-c2ccccc2Cl)c1C(=O)NCCN1CCOCC1	i	8.5	2.1%	1.9	1.3	5.2	0.08	985	2.2%	i	-0.315	-0.103	0.15	0.000664	1.3%	-0.5	1133
COc1ccc(S(=O)(=O)N(C)C2CCS(=O)(=O)C2)cc1OC (stereo not given)	i	5.1	2.0%	1.8	0.1	26.8	0.87	1363	-25.2%	i	-0.145	-0.266	0.214	-0.579	12.2%	0.6	1002
O=C(CSc1ncc(-c2ccc(F)cc2)[nH]1)NCc1ccco1	i	19.6	-0.7%	4.4	3.2	12.0	-0.99	1240	-33.8%	i	-1.27	-0.283	-0.52	0.564	0.1%	-1.1	1042
O=C(Nc1ccc(F)cc1F)N1CCN(c2ncccn2)CC1	i	-20.3	1.5%	2.8	2.6	11.9	0.44	1059	-17.8%	i	1.83	-0.133	1.27	-1.35	2.9%	-0.6	1081
CCS(=O)(=O)c1ccc(O)c(NC(=O)COc2ccc(OC)cc2)c1	i	14.6	-0.5%	1.2	2.0	4.1	/	/	-18.3%	i	-1.18	-0.273	-0.905	0.812	8.0%	-1.4	957
COc1ccccc1NC(=O)C1CCCCC1	i	-0.2	-8.1%	2.4	1.9	7.1	1.17	1278	-20.9%	/	0.152	-0.219	0.155	-0.7	-3.1%	0.4	950
C/C(=N\NC(=O)COc1ccc(C)cc1C(C)C)c1ccc(-n2ccnc2)cc1	i	21.2	-5.6%	3.2	2.9	4.4	-0.4	1508	-17.3%	i	0.259	-0.232	-0.088	0.0368	-3.6%	-0.1	1089

An excerpt (hit frequency here may not be typical).
